FXIa inh – blocks human coagulation factor XIa activity; purified human FXIa, fluorogenic AMC substrate cleavage; 33,000 tested, 0.3% active; inhibition, % at 10 µM;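 active means inhibition above 40% in the primary screen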;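 further: 0% = enzyme without compound and 100% = blank wells lacking enzyme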
FXIIa inh – blocks human coagulation factor XIIa activity; inhibition, % at 10 µM; purified human FXIIa, AMC substrate fluorescence, 2 h; P00748; 33,000 tested, 0.2% active; in the data active means inhibition above about 30%;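 further: 0% = enzyme with vehicle only and 100% = no enzyme blank; many of its hits are not listed in these tables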
Target sequence (P00748 20-372 limits assumed): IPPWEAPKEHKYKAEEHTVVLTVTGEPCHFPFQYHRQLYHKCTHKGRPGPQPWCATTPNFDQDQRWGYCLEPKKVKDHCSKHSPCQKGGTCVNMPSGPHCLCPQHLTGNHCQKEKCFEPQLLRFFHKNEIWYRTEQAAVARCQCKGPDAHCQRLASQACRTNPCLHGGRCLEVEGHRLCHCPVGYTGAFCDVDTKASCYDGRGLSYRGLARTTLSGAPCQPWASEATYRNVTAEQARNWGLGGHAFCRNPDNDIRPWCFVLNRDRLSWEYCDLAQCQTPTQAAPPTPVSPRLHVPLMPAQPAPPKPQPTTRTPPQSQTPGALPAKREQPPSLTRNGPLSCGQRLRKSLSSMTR
Target sequence (P00748 373-615 limits assumed): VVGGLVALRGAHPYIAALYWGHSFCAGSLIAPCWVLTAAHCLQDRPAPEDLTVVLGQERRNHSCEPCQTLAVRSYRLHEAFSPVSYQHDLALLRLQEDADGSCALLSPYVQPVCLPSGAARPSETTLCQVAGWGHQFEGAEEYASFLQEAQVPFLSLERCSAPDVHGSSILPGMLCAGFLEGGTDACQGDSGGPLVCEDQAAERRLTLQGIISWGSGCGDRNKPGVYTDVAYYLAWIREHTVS
* marks the source's active call; other numbers are inactive results. Some of the compounds tested; count on the stated rates, not on these rows.

SMILES	FXIa inh	FXIIa inh
CCN1CCc2nc(NC(=O)C(c3ccccc3)c3ccccc3)sc2C1	3	4
O=C(O)CCc1nn2cnc3sc4c(c3c2nc1=O)CCCC4	-4	10
N#C/C(=C(/O)CN1CCN(c2ccccc2F)CC1)c1nc(-c2ccccc2)cs1	-3	2
Cc1cccc(C)c1N/C=C/c1onc(C)c1[N+](=O)[O-]	-2	7
c1ccc(C2OC3c4cccc5cccc(c45)C3N2c2ccccc2)cc1 (stereo not drawn)	6	3
COCCNC(=O)Nc1ccc2nc(-c3cccs3)c(-c3cccs3)nc2c1	-5	-7
O=C(COc1ccc(S(=O)(=O)NC2CCCCC2)cc1Cl)N1CCN(c2ccccc2)CC1	6	5
O=C(CN(C(=O)C1CSC(=O)C1)c1ccccc1F)NCc1ccc2c(c1)OCO2 (stereo not drawn)	5	6
Nc1nc(N)nc(-c2ccc(Oc3ccccc3)cc2)n1	0	12
Nc1nnc(Cc2c[nH]c3ccccc23)s1	-2	6
COc1ccc(CC(NC(C)=O)C(=O)NC2CCN(C(=O)c3cnccn3)CC2)cc1 (stereo not drawn)	25	-16
N#CC(c1cccc(Cl)c1)c1ccc2c(C(F)(F)F)cc(C(F)(F)F)nc2n1 (stereo not drawn)	11	7
O=C(Cn1c(=O)n(Cc2ccco2)c(=O)c2c3c(sc21)CCCCC3)Nc1ccccc1	3	6
N/C(=N\OC(=O)/C=C/c1ccccc1)c1ccccc1	-1	-3
CCCCSc1nc(C)nc2c1c(=O)n(C)c(=O)n2C	7	8
CS/C(=C\[N+](=O)[O-])Nc1ccc(Cl)cc1	1	0
Cc1ccccc1-c1nc(CN2CCC(C(=O)NCc3cccs3)CC2)c(C)o1	10	1
Cc1nc2cc(NC(=O)N(C)c3ccc4ccccc4c3)ccc2o1	-3	-2
CCOc1ccc(Cl)cc1CN1CCOCC1	0	1
CCOC(=O)c1cc2sccc2n1CC(=O)Nc1ccc(OC)cc1	-2	8
Cc1cc(Br)c2[nH]c3c(c2c1)CCCC3=O	2	2
CCOC(=O)c1c(N)sc(-c2ccccc2)c1C	0	9
COCCn1nnnc1C(c1ccccn1)N1CCN(c2cccc(C)c2C)CC1 (stereo not drawn)	-2	8
Cc1c(C#N)c(N=CN(C)C)c(C(=O)c2ccc(Br)cc2)n1-c1ccccc1	5	11
Cc1ccccc1NCc1ccc(O)c2ncccc12	4	18
CC(C)n1cnc2cc(NCc3ccccn3)ccc21	-12	5
COc1ccc(CC(=O)Nc2ccc(S(=O)(=O)Nc3cc(C)on3)cc2)cc1OC	1	3
CC(=O)c1ccc(N2CCN(S(=O)(=O)c3cccc(S(=O)(=O)N4CCOCC4)c3)CC2)cc1	-1	2
CC(SC1=NCCS1)C(=O)Nc1nnc(-c2ccc(Br)cc2)s1 (stereo not drawn)	-1	5
CC(C)(C)n1nnnc1C(c1ccc(C(F)(F)F)cc1)N(Cc1ccccc1)Cc1ccco1 (stereo not drawn)	-4	5
COc1ccc(NC(=O)CCCn2c(=S)[nH]c3ccccc3c2=O)cc1	1	2
CC1CN(C(=O)C(c2ccccc2)c2ccccc2)CC(C)O1 (stereo not drawn)	-5	14
CCOC(=O)C1=C(C)Nc2ncnn2C1c1ccc(N(C)C)cc1 (stereo not drawn)	-1	-17
N#CC1=C(N)C(C#N)(C#N)C(c2cccnc2)C2CC(c3ccccc3)CC=C12 (stereo not drawn)	6	10
CCCCc1c(CCC)c(=N)c2ccccc2n1C	6	5
C/C(=N\NS(=O)(=O)c1ccc(C)cc1)c1cccs1	16	-11
CCn1c(CC(=O)Nc2ccc(C)c(Cl)c2)nnc1SCCOc1ccc(OC)cc1	3	4
O=C(Oc1ccc(Cl)cc1)c1ccc(COC(=O)c2cnccn2)cc1	12	1
NCCCCCc1nnc(SCc2ccc(Cl)cc2Cl)o1	-7	3
CCOC(=O)c1c(NC(=O)C2COc3ccccc3O2)sc(C)c1C (stereo not drawn)	-2	5
CC1CC(C)CN(c2oc(-c3ccccc3Cl)nc2C#N)C1 (stereo not drawn)	-4	-1
CCc1ccc(C(C(=O)NCCOC)N(C(=O)Cn2nnc3ccccc32)c2cccnc2)cc1 (stereo not drawn)	0	1
CCCOc1cccc(C(=O)Nc2nnn(CCC)n2)c1	-7	4
COc1ccc(OC)c(C2SCCN2S(C)(=O)=O)c1 (stereo not drawn)	4	8
CCn1c(SCC(=O)N2CCCCC2C)nnc1-c1ccc(S(=O)(=O)N2CCN(C)CC2)cc1 (stereo not drawn)	-3	2
COc1ccc(-c2nc(N)n(C(C)=O)n2)cc1	-2	27
CCOC(=O)C(NCCCO)c1ccccc1 (stereo not drawn)	-7	2
COc1ccc(N2CCN(/C(=N\S(=O)(=O)c3ccc(C)cc3)Nc3nc(C)cc(C)n3)CC2)cc1	-6	6
O=C(Nc1ccc(Cl)cc1)N1CCCN(Cc2ccccc2F)C1	-16	-4
Cn1c(SCC(=O)CC(=O)Nc2ccccc2)nnc1-c1ccc(O)cc1	-2	-1
CCOC(=O)Cn1c(=O)cnc2ccccc21	9	3
OC(CCN1CCCCC1)(c1ccccc1)C1CCCCC1 (stereo not drawn)	10	5
O=C(O)CCC(=O)N(Cc1cccs1)Cc1cccs1	0	0
CC(C)c1noc2ncc(C(=O)c3cc(Cl)cc(Cl)c3O)cc12	11	6
Cc1nn(-c2ccccc2)c2c1C(c1cccs1)C(C#N)=C(N)O2 (stereo not drawn)	-5	4
O=c1cc(N2CCCC2)[nH]c(=O)n1-c1ccc(Cl)cc1	-2	11
Cc1ccc(Cn2ccc(-c3cnc(-c4ccccc4)s3)n2)cc1	-3	-11
CCN1CCN(C(=O)CN(C)S(=O)(=O)c2ccc(Cl)cc2)CC1	-2	5
Cc1ccc(CNc2ccc3c(c2)OCO3)cc1	1	-12
CCOC(=O)c1cccc(C(=O)Oc2ccccc2)n1	-3	6

More entries.
SMILES	FXIa inh	FXIIa inh
C/C(CCC12CC3CC(CC(C3)C1)C2)=N\NC(N)=S	-8	6
CC(C)(C)c1cc(C(=O)NCc2cccnc2)ccn1	-1	-10
CCOc1ccc2cc(S(=O)(=O)N3CCOCC3)ccc2c1	3	6
Cc1nnc(NCCO)c2ccccc12	-4	-1
COC(=O)NC1CSCC1OC(=O)c1ccc(Br)cc1 (stereo not drawn)	4	6
CCN(CC)S(=O)(=O)c1ccc(C(=O)NCCCN=C2NS(=O)(=O)c3ccccc32)cc1	3	8
O=c1cc(O)n(-c2ccc(Cl)cc2)c(=S)[nH]1	-2	-2
COc1ccccc1N1CCN(C(=O)c2cc3sccc3n2C)CC1	4	3
CCOc1ccc(NC(=O)NCCCN2CCCC2)cc1	6	13
C=CCn1c(=S)[nH]c2ccc(Br)cc2c1=O	-3	6
CC(C)Oc1ccc(NC(=O)CCC(=O)O)cc1	14	-15
COc1ccc(N(CC(=O)N2CCc3ccccc3C2)S(C)(=O)=O)cc1OC	-1	0

4 entries from above, as comma-separated lines:
SMILES,FXIa inh,FXIIa inh
COc1ccccc1N1CCN(C(=O)c2cc3sccc3n2C)CC1,4,3
CCOc1ccc(NC(=O)NCCCN2CCCC2)cc1,6,13
C=CCn1c(=S)[nH]c2ccc(Br)cc2c1=O,-3,6
CC(C)Oc1ccc(NC(=O)CCC(=O)O)cc1,14,-15

Other results follow.
SMILES	FXIa inh	FXIIa inh
CC(=O)c1c(C)[nH]c(C(=O)CSc2nnc(-c3ccco3)n2Cc2ccccc2)c1C	5	6
CC(NC(=O)c1ccc(N(C)C)cc1)C(c1cccs1)N1CCN(C)CC1 (stereo not drawn)	6	9
CC(C)c1nnc(SCC(=O)NCCC2=CCCCC2)n1N	7	-4
CC(C)c1c(O)nc(SCc2ccccc2)[nH]c1=O	-2	6
COc1ccc(-c2cc(C(F)(F)F)nc(-n3cc(Cl)cn3)n2)cc1	-2	-4
O=C(O)CCN=C1CCc2ccccc2N1	6	7
CCC(C)NC(=O)Nc1ccccc1C (stereo not drawn)	-3	4
CSc1nc(N)c2c3c(sc2n1)COC(C(C)C)C3 (stereo not drawn)	-14	5
CCN(CC)CCNC(=O)c1cn(-c2ccccc2)nc1-c1cccs1	4	5
Cc1nc(NNC(=O)c2ccc(Cl)cc2Cl)cc(-c2ccccc2)n1	-1	11
CCC(C)(NC(=O)CNC(C)=O)C(=O)NC1CCCCC1 (stereo not drawn)	1	-11
Clc1ccsc1-c1ccc2ccccc2n1	-1	-6
CC(=O)Nc1cccc(N2C(=O)CCC2=O)c1	5	4
CCOc1cc(C(=O)N2CCN(C/C=C/c3ccccc3)CC2)cc(OCC)c1OCC	19	-14
CCN(CC)C(=O)Cc1cc(C(=O)O)c2ccccc2n1	-1	1
COc1ccccc1N(CC(O)CN(c1ccccc1)S(C)(=O)=O)S(=O)(=O)c1ccccc1 (stereo not drawn)	2	6
CC1(C)C(=O)Nc2ccccc2N1C(=O)COc1ncnc2c(Cl)cc(Cl)cc12	-5	4
CNCCC(Oc1ccc(C(F)(F)F)cc1)c1ccccc1 (stereo not drawn)	1	3
CCN1C(=O)C2(C(C#N)=C(N)Oc3cc(C)oc(=O)c32)c2ccccc21 (stereo not drawn)	-7	4
Cn1c(C(=O)NCCCN2CCc3ccccc3C2)cc2c(=O)n(C)c3ccccc3c21	6	7
NC(=O)NOCc1ncc(C(F)(F)F)cc1Cl	-3	9
CS(=O)(=O)N(CC(=O)N1CCN(c2ccc(F)cc2)CC1)C1CCCCC1	-8	7
COc1cccc(C2C(C(=O)c3cccs3)=C(O)C(=O)N2c2cc(C)on2)c1 (stereo not drawn)	3	8
CC1=NC(C(F)(F)F)(C(F)(F)F)C2=C(CC(C)(C)CC2=O)N1Cc1ccco1	4	6
CCCCN(CCCC)CP(=O)(c1ccccc1)c1ccccc1	8	2
O=C(O)c1[nH]c2ccccc2c1-c1ccccc1	0	-2

Gathered by group: those above with a halogen (29)
SMILES	FXIa inh	FXIIa inh
N#C/C(=C(/O)CN1CCN(c2ccccc2F)CC1)c1nc(-c2ccccc2)cs1	-3	2
O=C(COc1ccc(S(=O)(=O)NC2CCCCC2)cc1Cl)N1CCN(c2ccccc2)CC1	6	5
O=C(CN(C(=O)C1CSC(=O)C1)c1ccccc1F)NCc1ccc2c(c1)OCO2 (stereo not drawn)	5	6
N#CC(c1cccc(Cl)c1)c1ccc2c(C(F)(F)F)cc(C(F)(F)F)nc2n1 (stereo not drawn)	11	7
CS/C(=C\[N+](=O)[O-])Nc1ccc(Cl)cc1	1	0
CCOc1ccc(Cl)cc1CN1CCOCC1	0	1
Cc1cc(Br)c2[nH]c3c(c2c1)CCCC3=O	2	2
Cc1c(C#N)c(N=CN(C)C)c(C(=O)c2ccc(Br)cc2)n1-c1ccccc1	5	11
CC(SC1=NCCS1)C(=O)Nc1nnc(-c2ccc(Br)cc2)s1 (stereo not drawn)	-1	5
CC(C)(C)n1nnnc1C(c1ccc(C(F)(F)F)cc1)N(Cc1ccccc1)Cc1ccco1 (stereo not drawn)	-4	5
CCn1c(CC(=O)Nc2ccc(C)c(Cl)c2)nnc1SCCOc1ccc(OC)cc1	3	4
O=C(Oc1ccc(Cl)cc1)c1ccc(COC(=O)c2cnccn2)cc1	12	1
NCCCCCc1nnc(SCc2ccc(Cl)cc2Cl)o1	-7	3
CC1CC(C)CN(c2oc(-c3ccccc3Cl)nc2C#N)C1 (stereo not drawn)	-4	-1
O=C(Nc1ccc(Cl)cc1)N1CCCN(Cc2ccccc2F)C1	-16	-4
CC(C)c1noc2ncc(C(=O)c3cc(Cl)cc(Cl)c3O)cc12	11	6
O=c1cc(N2CCCC2)[nH]c(=O)n1-c1ccc(Cl)cc1	-2	11
CCN1CCN(C(=O)CN(C)S(=O)(=O)c2ccc(Cl)cc2)CC1	-2	5
COC(=O)NC1CSCC1OC(=O)c1ccc(Br)cc1 (stereo not drawn)	4	6
O=c1cc(O)n(-c2ccc(Cl)cc2)c(=S)[nH]1	-2	-2
C=CCn1c(=S)[nH]c2ccc(Br)cc2c1=O	-3	6
COc1ccc(-c2cc(C(F)(F)F)nc(-n3cc(Cl)cn3)n2)cc1	-2	-4
Cc1nc(NNC(=O)c2ccc(Cl)cc2Cl)cc(-c2ccccc2)n1	-1	11
Clc1ccsc1-c1ccc2ccccc2n1	-1	-6
CC1(C)C(=O)Nc2ccccc2N1C(=O)COc1ncnc2c(Cl)cc(Cl)cc12	-5	4
CNCCC(Oc1ccc(C(F)(F)F)cc1)c1ccccc1 (stereo not drawn)	1	3
NC(=O)NOCc1ncc(C(F)(F)F)cc1Cl	-3	9
CS(=O)(=O)N(CC(=O)N1CCN(c2ccc(F)cc2)CC1)C1CCCCC1	-8	7
CC1=NC(C(F)(F)F)(C(F)(F)F)C2=C(CC(C)(C)CC2=O)N1Cc1ccco1	4	6

Assay outcomes from PubChem BioAssay.
